Pin1 inhibitor = qHTS Assay to Find Inhibitors of Pin1. Peptidyl-prolyl cis-trans isomerase NIMA-interacting 1 (Homo sapiens), Q13526. Pin1 FP peptide displacement, HiFluor488, 10 min. Potency, µM (titrated, usually from 115 µM), for the others: at the highest dose activity, negative = inhibition, usual class: inhibitors. 390,000 compounds, 0.009% hits; active means well fitted inhibition curve with a large enough effect in the polarisation, with a control signal flat, not every such curve was filed as active; inconclusive means small, poorly fitted or top-dose-only effect, or effect the other way, or a change in a side signal; inactive means no such curve, though single readings can be large or run the other way; the % refers to the polarisation
JMJD2A Tudor = qHTS Assay for Inhibitors of JMJD2A-Tudor Domain | Lysine-specific demethylase 4A (Homo sapiens), O75164 | AlphaScreen JMJD2A-Tudor / H3K4me3 peptide binding | Potency, µM (titrated, usually from 114 µM), for the others: at the top dose activity change, negative = inhibition, actives largely listed as inhibitors | 390,000 compounds, 4.4% hits; further: nearly all actives have a fitted effect of over 50% in size
Target sequence (O75164 whole entry, looked up, the tested form may be a part): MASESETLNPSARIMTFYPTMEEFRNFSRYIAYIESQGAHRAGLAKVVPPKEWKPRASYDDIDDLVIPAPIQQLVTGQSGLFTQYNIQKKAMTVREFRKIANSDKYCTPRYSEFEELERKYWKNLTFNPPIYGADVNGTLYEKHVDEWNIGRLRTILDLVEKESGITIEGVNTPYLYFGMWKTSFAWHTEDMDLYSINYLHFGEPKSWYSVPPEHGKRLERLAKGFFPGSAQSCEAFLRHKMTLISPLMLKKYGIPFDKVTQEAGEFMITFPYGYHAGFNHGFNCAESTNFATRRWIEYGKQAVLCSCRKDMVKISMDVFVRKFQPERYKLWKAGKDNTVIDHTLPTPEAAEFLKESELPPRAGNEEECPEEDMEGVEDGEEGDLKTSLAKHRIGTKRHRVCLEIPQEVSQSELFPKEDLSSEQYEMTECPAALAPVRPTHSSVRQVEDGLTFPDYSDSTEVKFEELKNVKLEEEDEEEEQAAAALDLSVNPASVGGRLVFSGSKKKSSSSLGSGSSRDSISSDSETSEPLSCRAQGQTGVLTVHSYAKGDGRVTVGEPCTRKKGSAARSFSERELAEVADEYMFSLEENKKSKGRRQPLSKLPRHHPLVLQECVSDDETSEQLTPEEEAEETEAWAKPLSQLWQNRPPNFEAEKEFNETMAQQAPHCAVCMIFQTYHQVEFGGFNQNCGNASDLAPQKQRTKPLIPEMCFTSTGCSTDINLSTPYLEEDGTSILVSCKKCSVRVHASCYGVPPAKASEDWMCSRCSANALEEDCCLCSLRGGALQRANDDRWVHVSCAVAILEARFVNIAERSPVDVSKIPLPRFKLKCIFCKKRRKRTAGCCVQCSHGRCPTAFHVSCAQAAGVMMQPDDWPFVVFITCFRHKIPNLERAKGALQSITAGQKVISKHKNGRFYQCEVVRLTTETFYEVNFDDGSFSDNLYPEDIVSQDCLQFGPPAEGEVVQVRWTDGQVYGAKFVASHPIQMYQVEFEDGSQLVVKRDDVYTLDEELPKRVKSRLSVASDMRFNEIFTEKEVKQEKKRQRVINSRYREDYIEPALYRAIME
BAZ2B block = qHTS Assay for Inhibitors of BAZ2B. AlphaScreen BAZ2B-H3K14Ac peptide displacement. 360,000 compounds, 4.4% hits. Bromodomain adjacent to zinc finger domain protein 2B (Homo sapiens), Q9UIF8. Potency, µM (series often up to 114 µM), inactives show at the top dose activity change, negative = inhibition, hits mostly inhibitors; further: nearly all actives have a fitted effect of over 60% in size
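Complex of BAZ2B and biotin-H3K14Ac (50 nM apiece) forms over 30 min at RT, then faces library compounds up to 110 uM for another 30 min; AlphaScreen beads added, 20 min dark incubation, luminescence read.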
G9a inh = qHTS Assay for Inhibitors of Histone Lysine Methyltransferase G9a; Histone-lysine N-methyltransferase EHMT2 (Homo sapiens), Q96KQ7; G9a H3K9 monomethylation, AlphaScreen, 2 h; Potency, µM (doses to about 102 µM), inactives show top-dose activity, negative = inhibition, usual class: inhibitors; 350,000 compounds, 8.8% hits; AID 504332, 2011; further: nearly all actives have a fitted effect of over 75% in size
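AlphaScreen detection with an anti-monomethyl H3K9 antibody quantified product after a 2 h room-temperature reaction containing 500 nM biotinylated H3K9 peptide, 20 µM SAM and 20 nM enzyme, which had been preincubated 15 min with compound.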
BLM helicase inh = qHTS Assay for Inhibitors of Bloom's syndrome helicase (BLM); 350,000 compounds, 0.2% hits; AID 2528, 2010; recombinant BLM DNA unwinding, fluorescence dequenching; Potency, µM (titrated, usually from 56.1 µM), for the others: at the highest dose activity change, negative = inhibition, hits mostly inhibitors;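 further: plate controls were vehicle for no effect and no enzyme for full effect; nearly all actives have a fitted effect of over 35% in size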
The depositor's hits bear a star; & = joins results of further samples; [ ] = remark or other dose. Unless noted, the call rests on the fitted dose curve; in most records, active means well fitted curve in the direction sought with a large enough effect; inconclusive means small, poorly fitted or top-dose-only effect, or another doubt; inactive means no such curve, though single readings can be large; an effect the other way counts as inactive or inconclusive. Unless noted, on the % scale 0 is the no-effect control and ±100 the full control effect; potency means the concentration at half of the fitted maximal effect. Some of the compounds tested (hit frequency here may not be typical).

Screening O=C1C(F)N([S+](=O)([O-])c2ccc3c(c2)OCCO3)CCN1[S+](=O)([O-])c1c(F)cccc1F (configuration not stated) returned Pin1 inhibitor 1% and JMJD2A Tudor -12%.
`Oc1ccc(CNc2ccccc2Cl)c2cccnc12` gave Pin1 inhibitor 0% and JMJD2A Tudor 56µM*.
`Cc1cc(C)n2ncc(C(=O)Nc3cccc(C#N)c3)c2n1` gave Pin1 inhibitor 1%[28.7 µM] and JMJD2A Tudor -24%[28.6 µM].
For O=C(N1CCc2cc([S+](=O)([O-])N3CCN([S+](=O)([O-])c4c(F)cccc4F)CC3)ccc2C1)C(F)(F)F the results were Pin1 inhibitor -3% and JMJD2A Tudor -18%.
Screening O=Cc1nc(Nc2cc(F)cc(F)c2)nc(NC2CCCC2)n1 returned Pin1 inhibitor -4% and JMJD2A Tudor -34%.
O=c1cc(N2CCNCC2)nc2sc(-c3ccncc3)nn12 was read as Pin1 inhibitor inconclusive and JMJD2A Tudor -32%.
Screening CCN(Cc1ccccc1)c1ccc(Br)cn1 returned Pin1 inhibitor -4% and JMJD2A Tudor 88%[activator].
Screening COc1ccc(OC)c(S(=O)(=O)N2CCN(S(=O)(=O)c3ccc4c(c3)OCCO4)CC2)c1 returned Pin1 inhibitor -1% and JMJD2A Tudor -13%.
For O=C1CCc2cc(S(=O)(=O)Nc3ccc4c(c3)CCC4)ccc2N1 the results were Pin1 inhibitor 2% and JMJD2A Tudor -11%.
`N=c1c2c(ncn1-c1ccccc1)Oc1ccc3ccccc3c1C2c1ccc2c(c1)CCO2` (configuration not stated) gave Pin1 inhibitor inconclusive and JMJD2A Tudor 35µM*.
`Cc1c(Cl)cccc1NS(=O)(=O)c1cc2c(cc1F)NC(=O)CC2` gave Pin1 inhibitor -3% and JMJD2A Tudor -20%.
`COc1cc(NC(=O)C(OC(=O)CNC(=O)c2ccccc2)c2ccccc2)c(OC)cc1Cl` (configuration not stated) gave Pin1 inhibitor 0% and JMJD2A Tudor -27%.

An excerpt from above in order of number of heavy atoms, rising.
Screening CCN(Cc1ccccc1)c1ccc(Br)cn1 returned Pin1 inhibitor -4% and JMJD2A Tudor 88%[activator].
`Cc1c(Cl)cccc1NS(=O)(=O)c1cc2c(cc1F)NC(=O)CC2` gave Pin1 inhibitor -3% and JMJD2A Tudor -20%.
`N=c1c2c(ncn1-c1ccccc1)Oc1ccc3ccccc3c1C2c1ccc2c(c1)CCO2` (configuration not stated) gave Pin1 inhibitor inconclusive and JMJD2A Tudor 35µM*.

(continued)
Screening COc1cccc(C2C(C#N)=C(NC(=O)CCc3ccccc3)Oc3ccc4ccccc4c32)c1 (configuration not stated) returned Pin1 inhibitor -5% and JMJD2A Tudor -24%.
`COc1cc2ncnc(N(C)Cc3cccs3)c2cc1-c1ccc2c(c1)OCO2` gave Pin1 inhibitor 6% and JMJD2A Tudor inconclusive.
C=Cc1nc(Nc2cc(F)cc(F)c2)nc(NC2CCCC2)n1 was read as Pin1 inhibitor 0% and JMJD2A Tudor -15%.
Screening CN(C)CCNc1ncnc2ccc(-c3ccc4c(c3)OCO4)cc12 returned Pin1 inhibitor inconclusive and JMJD2A Tudor inconclusive.
For CN(C)c1ccc(-c2cc[nH]c(=O)c2N)cc1 the results were Pin1 inhibitor -1% and JMJD2A Tudor 20µM*.
`Oc1ccc(CCc2ccccc2F)c2cccnc12` gave Pin1 inhibitor 2% and JMJD2A Tudor -30%.
Cc1ccc(C(=O)NC(c2ccco2)c2cc(Cl)c3cccnc3c2O)cc1 (configuration not stated) was read as Pin1 inhibitor 19% and JMJD2A Tudor -10%.
Screening Cn1c2cc(S(C)=O)sc2c2cnn(Cc3cccc(N)c3)c(=O)c21 (configuration not stated) returned Pin1 inhibitor 3% and JMJD2A Tudor -23%.
O=C(Nc1cccc(-c2nn3c(=O)cc(N4CCNCC4)nc3s2)c1)c1ccncc1 was read as Pin1 inhibitor inconclusive and JMJD2A Tudor -27%.
`COc1cccc(C2c3c(ncn(-c4cccc(OC)c4)c3=N)Oc3ccc4ccccc4c32)c1` (configuration not stated) gave Pin1 inhibitor 6% and JMJD2A Tudor inconclusive.
`Nc1c(-c2ccccc2)cc[nH]c1=O` gave Pin1 inhibitor inconclusive and JMJD2A Tudor 8.9µM*.
`CC(c1ccco1)N(C)c1ncnc2ccc(-c3ccc4c(c3)OCO4)cc12` (configuration not stated) gave Pin1 inhibitor 1% and JMJD2A Tudor -22%.
For Cc1ccc(-c2csc3ncnc(Sc4nnnn4C)c23)cc1 the results were Pin1 inhibitor 1% and JMJD2A Tudor -21%.
For Cn1cc(P(=O)(c2ccccc2)c2ccccc2)c2ccccc21 the results were Pin1 inhibitor -1% and JMJD2A Tudor -15%.
Screening CC(C)(C)OC(=O)Cc1nnc(-c2nc3ccccc3[nH]2)s1 returned Pin1 inhibitor 9% and JMJD2A Tudor -32%.
Screening c1csc(CNc2ncnc3cc(-c4ccc5c(c4)OCO5)ccc23)c1 returned Pin1 inhibitor 39%[activator] and JMJD2A Tudor inconclusive.
Screening Cn1nnnc1Sc1ncnc2scc(-c3ccc(S(C)(=O)=O)cc3)c12 returned Pin1 inhibitor 0% and JMJD2A Tudor -5%.
Screening Cn1c2cc(C=O)sc2c2cnn(Cc3ccccc3F)c(=O)c21 returned Pin1 inhibitor 0% and JMJD2A Tudor -18%.
`Cc1cc2c(s1)c1cnn(Cc3ccc4ccccc4c3)c(=O)c1n2C` gave Pin1 inhibitor -3% and JMJD2A Tudor -19%.
Screening N#Cc1nc(Nc2ccc(Br)cc2)nc(NC2CCCC2)n1 returned Pin1 inhibitor 17% and JMJD2A Tudor -14%.
`COc1ccc(C2c3c(nc(CCCc4ccccc4)[nH]c3=O)Oc3ccc4ccccc4c32)cc1OC` (configuration not stated) gave Pin1 inhibitor 57%[activator] and JMJD2A Tudor -33%.
`COc1ccc(-c2nc3ccccc3c(=O)n2Cc2ccccc2)cc1COc1ccc(NC(C)=O)cc1` gave Pin1 inhibitor -3% and JMJD2A Tudor -10%.
For Cn1nnnc1Sc1ncnc2scc(-c3cccc(C#N)c3)c12 the results were Pin1 inhibitor 4% and JMJD2A Tudor -8%.
O=S1(=O)N=C(Oc2cccc(Cl)c2)c2ccccc21 was read as Pin1 inhibitor -6%[163 µM] and JMJD2A Tudor -35%[162 µM].
Screening CCCCNC(=S)NCCCN(Cc1ccc(Cl)c(Cl)c1)c1ccc(Br)cn1 returned Pin1 inhibitor 12% and JMJD2A Tudor -30%.
For Cc1ccc(NS(=O)(=O)c2ccc3c(c2)C(Cl)(Cl)C(=O)N3)cc1C the results were Pin1 inhibitor inconclusive and JMJD2A Tudor -31%.
`COc1ccc(C2Nc3ccccc3C(=O)N2Cc2ccc(C(F)(F)F)cc2)cc1COc1ccc(NC(C)=O)cc1` (configuration not stated) gave Pin1 inhibitor 0% and JMJD2A Tudor inconclusive.
Screening COc1ccc(C2Nc3ccccc3C(=O)N2Cc2ccccc2)cc1COc1ccc(NC(C)=O)cc1 (configuration not stated) returned Pin1 inhibitor 12%&-7% and JMJD2A Tudor inconclusive.
For Cc1ccc(NS(=O)(=O)c2ccc3c(c2)N(C)C(=O)CO3)cc1C the results were Pin1 inhibitor 4% and JMJD2A Tudor -3%.
`Cc1cc(NS(=O)(=O)c2ccc3c(c2)CCC(=O)N3)ccc1F` gave Pin1 inhibitor -3% and JMJD2A Tudor -13%.
Cc1ccc(C)c(SC2=NS(=O)(=O)c3ccccc32)c1 was read as Pin1 inhibitor -7% and JMJD2A Tudor -6%.
For Cc1ccc(S(=O)(=O)N2CCN(c3nc(-c4ccco4)nc4ccccc34)CC2)cc1 the results were Pin1 inhibitor 30% and JMJD2A Tudor -23%.
For Cc1ccccc1N(C)C1=N[S+](=O)([O-])c2ccccc21 the results were Pin1 inhibitor -10% and JMJD2A Tudor -20%.
`Cc1ccc(NS(=O)(=O)c2cc3c(cc2-c2ccccc2)NC(=O)CO3)cc1C` gave Pin1 inhibitor 23% and JMJD2A Tudor -29%.
Screening COc1cc(-c2ccc3ncnc(NCc4cccs4)c3c2)cc(OC)c1OC returned Pin1 inhibitor 31%[activator] and JMJD2A Tudor -16%.
For COc1ccc(NS(=O)(=O)c2ccccc2)cc1NS(=O)(=O)c1ccccc1 the results were Pin1 inhibitor -9% and JMJD2A Tudor -16%.
`COc1ccc(C2Nc3ccccc3C(=O)N2CC(C)(C)C)cc1COc1ccc(NC(C)=O)cc1` (configuration not stated) gave Pin1 inhibitor inconclusive and JMJD2A Tudor 56µM*.
COc1ccc(NC(=O)C(OC(=O)CNC(=O)c2ccccc2)c2ccccc2)cc1Cl (configuration not stated) was read as Pin1 inhibitor 2% and JMJD2A Tudor -23%.
CC(=O)Nc1cccc(S(=O)(=O)Nc2ccc(C)c(C)c2)c1 was read as Pin1 inhibitor -2% and JMJD2A Tudor -16%.
Screening Fc1cc(F)cc(Nc2nc(NC3CCCC3)nc(C3CO3)n2)c1 (configuration not stated) returned Pin1 inhibitor 3% and JMJD2A Tudor -22%.
`Cc1cc2c(s1)c1cnn(Cc3ccc(S(C)(=O)=O)cc3)c(=O)c1n2C` gave Pin1 inhibitor 9% and JMJD2A Tudor -3%.
Screening O=C(Cn1cc(CNC(=O)c2ccccc2)nn1)Nc1cc(C(F)(F)F)ccc1Cl returned Pin1 inhibitor -2% and JMJD2A Tudor -20%.
For CC(C)(C)OC(=O)NCCCNc1ncnc2ccc(-c3ccc4c(c3)OCO4)cc12 the results were Pin1 inhibitor inconclusive and JMJD2A Tudor -25%.
Screening CCC(=O)NC(c1ccc(F)cc1)c1cc(Cl)c2cccnc2c1O (configuration not stated) returned Pin1 inhibitor 10% and JMJD2A Tudor -12%.
For Cc1ccc(N2CCN(S(=O)(=O)c3ccc4c(c3)CC(=O)N4)CC2)cc1 the results were Pin1 inhibitor 21%[230 µM] and JMJD2A Tudor -28%[229 µM].
For O=C(OCC#CCSc1nnc(-c2cccc3ccccc23)o1)C1CCCC1 the results were Pin1 inhibitor 2% and JMJD2A Tudor 150%[activator].
Screening FC1(F)Oc2ccc(-c3ccc4ncnc(NCc5cccs5)c4c3)cc2O1 returned Pin1 inhibitor inconclusive and JMJD2A Tudor inconclusive.
Screening COc1cccc(N2C(=O)c3ccccc3C2=O)n1 returned Pin1 inhibitor 0% and JMJD2A Tudor 6%.
`COc1cccc(NS(=O)(=O)c2ccc3c(c2)CCC(=O)N3)c1` gave Pin1 inhibitor -1% and JMJD2A Tudor -3%.
`Oc1ccc(CNc2ccc(F)cc2F)c2cccnc12` gave Pin1 inhibitor 5% and JMJD2A Tudor 20µM*.
S=C(NCCCNc1ccc(Br)cn1)NCCCc1cnc[nH]1 was read as Pin1 inhibitor -2% and JMJD2A Tudor inconclusive.
`COc1cccc(OC2=NS(=O)(=O)c3ccccc32)c1` gave Pin1 inhibitor 25%[163 µM] and JMJD2A Tudor inconclusive.
Screening Cn1c(=O)c2c(nc(Oc3ccccn3)n2C)n(C)c1=O returned BAZ2B block 1%, G9a inh 13%[59 µM] and BLM helicase inh 1%.
Screening CCCCCn1c(=O)c(-c2nc3ccccc3c(=O)[nH]2)c(O)c2ccccc21 returned BAZ2B block 3%, G9a inh 14%[59 µM] and BLM helicase inh -1%.
CCCC[C@]12Cc3ccccc3C(O1)c1c(cc(-c3ccccc3)oc1=O)O2 was read as BAZ2B block inconclusive, G9a inh -9%[2.33 µM] and BLM helicase inh -23%[12.4 µM].
Screening Clc1ccc2[nH]c3c(NCC4CCCO4)ncnc3c2c1 (configuration not stated) returned BAZ2B block -7%, G9a inh -6% and BLM helicase inh -6%.
`C=CCN1/C(=C2/SC(=S)N(C)C2=O)Sc2ccccc21` gave BAZ2B block inconclusive, G9a inh 40µM* and BLM helicase inh -10%.
Screening Cc1ccc(NC(=O)CCSc2ccccc2)c(C)c1 returned BAZ2B block -2%, G9a inh 20% and BLM helicase inh 0%.
Screening O=C1c2ccccc2CN1CCSC(=S)N1CCSCC1 returned BAZ2B block -11%, G9a inh inconclusive and BLM helicase inh -6%.

Screening data as filed in PubChem.
